Source: PubChem (National Center for Advancing Translational Sciences (NCATS))
Sm TGR block: qHTS Assay for the Inhibitors of Schistosoma Mansoni Peroxiredoxins; purified TGR, DTNB reduction, TNB absorbance 405 nm; Potency, µM (series often up to 114 µM), without a hit: at the top dose activity change, negative = inhibition, actives largely listed as inhibitors; hit rate 3% among 360,000; also: potency is read from the fitted curve at half-maximal effect; nearly all actives have a fitted effect of over 60% in size
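TGR 20 nM + NADPH 100 uM (dispensed conc.), cpd preinc 15 min RT; start with NADPH (500 uM addition) then DTNB (15 mM addition). Kinetic TNB absorbance, 405 nm filter. Four-parameter Hill fit across titration.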
HCV inhibitor: qHTS Assay for Inhibitors of Hepatitis C Virus (HCV); Huh7.5.1 HCVcc-Cre infection, luciferase reporter, 44 h; Potency, µM (doses to about 41.8 µM), without a hit: at the top dose activity change, negative = inhibition, hits mostly inhibitors; hit rate 3.4% among 340,000; also: potency is read from the fitted curve at half-maximal effect
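Compounds are dispensed onto cells plated 4 h earlier at 1,000 per well, with HCVcc-Cre virus (about 0.5 moi) added next. Following 44 h of culture, luminescent signal is measured for 15 sec after 15 min with substrate at room temperature.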
FBPA Giardia inh: qHTS Assay for Inhibitors of Fructose-1,6-bisphosphate Aldolase from Giardia Lamblia; hit rate 0.71% among 290,000; A8B2U2; purified Giardia FBPA; Potency, µM (series often up to 59.6 µM), for inactives: at the top dose activity, negative = inhibition, most hits filed as inhibitors; also: potency is read from the fitted curve at half-maximal effect; nearly all actives have a fitted effect of over 55% in size
Target sequence (A8B2U2 whole entry, looked up): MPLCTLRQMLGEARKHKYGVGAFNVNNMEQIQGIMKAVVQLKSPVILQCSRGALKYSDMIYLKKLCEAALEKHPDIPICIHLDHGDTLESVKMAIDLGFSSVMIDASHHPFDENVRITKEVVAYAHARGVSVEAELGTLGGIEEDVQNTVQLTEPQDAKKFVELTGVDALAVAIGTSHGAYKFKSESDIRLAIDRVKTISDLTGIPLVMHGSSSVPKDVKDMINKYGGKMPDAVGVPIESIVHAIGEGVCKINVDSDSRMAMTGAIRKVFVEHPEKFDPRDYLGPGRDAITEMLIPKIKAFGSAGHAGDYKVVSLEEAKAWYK
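40 nM FBPA preincubated 10 min at RT with compound (up to 57.5 uM final), then substrate plus GAPDH/TPI/NAD/arsenate coupling and diaphorase/resazurin added. Fluorescence read after 20 min at RT, 525/598 nm.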
AmpC inh detg: qHTS Inhibitors of AmpC Beta-Lactamase (assay with detergent). P00811. AmpC hydrolysis of nitrocefin, absorbance 480 nm, 0.01% Triton. Potency, µM (highest dose often 114 µM), without a hit: at the highest dose activity change, negative = inhibition, hits mostly inhibitors. hit rate 0.041% among 370,000;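 also: potency is read from the fitted curve at half-maximal effect; 0% = no-compound wells and -100% = no-enzyme wells; nearly all actives have a fitted effect of over 25% in size; some results filed as inactive show a strong effect at the top dose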
Target sequence (P00811 whole entry, looked up): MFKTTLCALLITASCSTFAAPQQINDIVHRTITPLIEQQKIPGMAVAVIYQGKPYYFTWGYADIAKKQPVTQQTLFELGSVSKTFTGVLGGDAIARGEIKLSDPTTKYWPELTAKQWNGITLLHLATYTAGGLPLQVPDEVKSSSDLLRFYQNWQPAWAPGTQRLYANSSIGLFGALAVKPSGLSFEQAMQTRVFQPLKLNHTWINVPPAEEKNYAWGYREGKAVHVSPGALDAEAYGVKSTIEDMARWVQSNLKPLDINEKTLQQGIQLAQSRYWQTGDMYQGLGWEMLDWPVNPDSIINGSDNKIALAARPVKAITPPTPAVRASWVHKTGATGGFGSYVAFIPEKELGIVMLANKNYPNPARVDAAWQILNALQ
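AmpC (5.3 nM in the dispensed reagent) in 20 mM phosphate pH 7.0 with 0.01% (detergent screen) or 0.0001% Triton X-100 was preincubated with compounds for 15 min at room temperature. Nitrocefin was then added from an 800 uM solution, and hydrolysis was followed at 480 nm.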
AMA1 RON2 block: qHTS for Inhibitors of AMA1-RON; Towards Development of Antimalarial Drug Lead: Primary Screen. AlphaScreen AMA1-biotinylated RON2 peptide binding. Potency, µM (series often up to 58.2 µM), for the others: at the highest dose activity change, negative = inhibition, hits mostly inhibitors. hit rate 0.2% among 360,000;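 also: potency is read from the fitted curve at half-maximal effect; 0% = vehicle wells and -100% = peptide control; nearly all actives have a fitted effect of over 45% in size; some results filed as inactive show a strong effect at the top dose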
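AMA1 (3D7) with his tag at 25 nM final met compounds first, then biotinylated RON2 peptide at 25 nM; detection used donor plus acceptor beads, 10 µg/mL apiece, read by AlphaScreen after 30 min at room temperature.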
HCMV antiviral: qHTS Assay for inhibitors of the human cytomegalovirus (HCMV); HFF cells, HCMV-luciferase reporter, 72 h; stronger effect = lower value; activity change, negative = inhibition, % at 57.5 µM; hit rate 4.5% among 410,000; AID 1259415, 2018; in the data active = activity change below about -60%; inconclusive = no clear call, values can overlap the other calls; inactive = above about -39%
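Human foreskin fibroblasts infected with luciferase-reporter HCMV at MOI 1 PFU/cell, compounds at two doses. Luciferase measured 72 h post infection; normalized to buffer-only basal and Salinomycin (10uM) controls.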
An asterisk follows results filed as active; ? = inconclusive; . = not tested or not shown; & = joins results of further samples; [ ] = dose if it differs, or a comment. Unless noted, calls follow the shape of the dose curve; as a rule, active = well fitted curve in the direction sought with a large enough effect; inconclusive = small, poorly fitted or top-dose-only effect, or another doubt; inactive = no such curve, though single readings can be large; an effect the other way counts as inactive or inconclusive. Unless noted, % is scaled to controls: 0 for no effect and ±100 for the full control effect. Outcome played no part in choosing rows. Share with any hit: about 9.3%.

Screens in order – Sm TGR block | HCV inhibitor | FBPA Giardia inh | AmpC inh detg | AMA1 RON2 block | HCMV antiviral
NNC(=O)/C(=C\c1ccc(Br)cc1)NC(=O)c1cccs1
→ . | ? | 2% | -4% | 2% | -32
COc1ccc(C2=NNC(c3ccco3)=Nc3ccc(F)cc32)cc1
→ . | -15% | -1% | 9% | 22% | ?
COc1cc(OC)c(NC(=O)c2sc3ncn(CC(=O)N4CCN(c5ccccn5)CC4)c(=O)c3c2C)cc1Cl
→ 7% | ? | . | -1% | 16% | -26
CCOC(=O)c1ccccc1NC(=O)CC1SC(=NC)N(C)C1=O (stereo unspecified)
→ -7% | ? | 1% | 5% | -1% | -32
CCOC(=O)N1CCC(NC(=O)c2ccc(CNS(=O)(=O)c3ccc(F)cc3)cc2)CC1
→ 3% | 7% | 8% | ? | -1% | 31
Cc1ccccc1-c1nnc(SCC(=O)N(C)C2CCS(=O)(=O)C2)n1C (stereo unspecified)
→ . | 32%[activator] | . | . | 16% | 2
COc1ccccc1N1CCN(C(=O)c2cc3cc(Br)ccc3oc2=O)CC1
→ -23% | 2% | 0% | ? | -20% | 18
COc1ccc(S(=O)(=O)N(CC(=O)Nc2cccnc2)c2ccc(Cl)cc2)cc1
→ 0% | . | . | -4% | . | -104*
COc1ccc(N2CCN(C(CNC(=O)C(=O)NCc3ccc(F)cc3)c3cccnc3)CC2)cc1 (stereo unspecified)
→ 27% | . | . | 11% | . | -8
N#Cc1ncccc1CCc1cccc(Cl)c1
→ . | -4% | . | . | 3% | -22
Cc1cc(=O)oc2cc(OC(C)C(=O)NCc3ccccn3)ccc12 (stereo unspecified)
→ ? | 14% | . | -1% | 0% | -18
Cc1ccc(/C=C2\OC(=O)c3ccccc32)cc1
→ -1% | -13% | -1% | 1% | -2% | 216
COc1ccccc1CNC(=O)CCn1c(=O)c2cccn2c2cccnc21
→ -9% | . | . | 1% | . | -18
COC(=O)[C@@]1(C)[C@H]2C(=O)N(Cc3ccccc3)C(=O)[C@H]2[C@H]2CN=C(SC)N21
→ . | 49%[activator] | . | . | 23% | -31
CCCN1CCc2nc(N3CCN(CC)CC3)ncc2C1
→ -8% | . | . | 1% | . | 8
O=C(Nc1cccc2ccccc12)c1ccc(Br)o1
→ -1% | -15% | -12% | -7% | 9% | -2
COc1ccc(OC)c(NC(=O)CSc2nncc3ccccc23)c1
→ -4% | -19% | . | 2% | -19% | 46
O=S(=O)(Nc1cccc(-n2cnnn2)c1)c1cc(Br)ccc1Br
→ 5% | 16% | -5% | -17% | -3% | -29
CCSc1ncc(Cl)c(C(=O)Nc2sc(C(C)=O)c(C)c2C(=O)OC)n1
→ 7% | . | . | 18% | . | 14
Cc1nnsc1-c1c(C(=O)N2CCOCC2)c(C)nn1-c1ccc(Cl)cc1
→ 0% | -3% | 5% | 8% | -3% | 66
COc1ccc(CC(=O)NCc2csc(-c3cccs3)n2)cc1OC
→ -8% | ? | 2% | -8% | -9% | -23
CC(=O)N1CCN(CCN(CC2C(C)C=C(C)CC2C)C(C)=O)CC1 (stereo unspecified)
→ -9% | 6% | -1% | ? | 3% | -7
CCSC1(SCC)N=C(N)C2(C#N)C(c3ccccc3)NC(C)=CC12C#N (stereo unspecified)
→ -13% | 19% | 10% | -22% | 3% | -18
O=C(CN1CCOCC1)NNC(=S)Nc1ccc(Cl)cc1
→ 12% | 6% | -1% | -13% | 107%[activator] | -30
Clc1ccc(COn2c(-c3ccccc3)nc3ccccc32)cc1
→ 32% | -26% | -11% | -8% | 19% | -1
O=C(Nc1nnc(-c2ccc3c(c2)CCCC3)o1)c1c(F)cccc1F
→ 10% | -1% | 7% | -1% | 74%[activator] | ?
Cc1ccc(/C=C/C(=O)NC2CCS(=O)(=O)C2)cc1 (stereo unspecified)
→ ? | 26% | 2% | 5% | -2% | 38
COCCNC(=O)C(c1ccc(C)cc1)N(CCOC)C(=O)CCC(=O)Nc1ccccn1 (stereo unspecified)
→ 13% | -11% | 2% | -3% | 27% | 17
COc1ccc(OC)c(/C=C2\SC(=S)N(C(C(=O)O)c3ccccc3)C2=O)c1 (stereo unspecified)
→ 3% | 10% | 30% | -4% | -2% | 9
N#CC1=C(N)Oc2n[nH]c(-c3ccccc3)c2C1c1cccnc1 (stereo unspecified)
→ 1% | 5% | -15% | 4% | -5% | -13

Full records as entered above:
`Clc1ccc(COn2c(-c3ccccc3)nc3ccccc32)cc1` as listed: Sm TGR block = 32%; HCV inhibitor = -26%; FBPA Giardia inh = -11%; AmpC inh detg = -8%; AMA1 RON2 block = 19%; HCMV antiviral = -1
`COC(=O)[C@@]1(C)[C@H]2C(=O)N(Cc3ccccc3)C(=O)[C@H]2[C@H]2CN=C(SC)N21` as listed: Sm TGR block = .; HCV inhibitor = 49%[activator]; FBPA Giardia inh = .; AmpC inh detg = .; AMA1 RON2 block = 23%; HCMV antiviral = -31

Next section.
Screens in order – Sm TGR block | HCV inhibitor | FBPA Giardia inh | AmpC inh detg | AMA1 RON2 block | HCMV antiviral
CC1CCN(C(=O)Cn2cc(SCC(=O)NCc3ccc(F)cc3)c3ccccc32)CC1
→ 0% | . | . | -3% | . | ?
COc1ccccc1CNC(=O)C1CCCN(c2nc3ccccc3n3cccc23)C1 (stereo unspecified)
→ -3% | . | . | 20% | . | -11
Cc1nn(-c2ccc(N3CCCC3)nn2)c(C)c1CCC(=O)NCc1ccccc1F
→ ? | . | . | -11% | . | ?
CN(C)CCCNC(NC(=O)c1cccs1)C(Cl)(Cl)Cl (stereo unspecified)
→ -8% | 35%[activator] | -3% | -3% | -15% | 5
Cc1cc(SCC(=O)c2ccc(Cl)cc2)nc(=O)[nH]1
→ -9% | 1% | 5% | 6% | 42%[activator] | 0
Cc1nc2c(cc1C(=O)N/N=C/c1ccc([N+](=O)[O-])cc1)c(=O)n(C)c(=O)n2C
→ -8% | -14% | 6% | 1% | 7% | -12
CC(C)C(=O)Nc1ncc(Cc2ccccc2Cl)s1
→ 3% | ? | -1% | 6% | 3% | -27
CCOC(=O)c1c(C)[nH]c(C(=O)COC(=O)/C=C/c2ccc(OCC#N)c(OC)c2)c1C
→ 9% | 20% | 2% | ? | -7% | 42
COc1ccc2c(=O)cc(CO)oc2c1
→ . | 20% | . | . | 7% | -19
O=C(c1c(F)cccc1F)N1CCC(O)(c2cccnc2)CC1
→ -19% | 2% | 1% | ? | 0% | -21
C[C@@H](NC(=O)c1coc(=O)c(Br)c1)c1ccccc1
→ 1% | ? | 3% | -2% | 5% | 7
Cc1nnc(C)n1N
→ 0% | 3% | 0% | ? | -6% | 7
C/C=N/NC(=O)CCCC(=O)N/N=C/C
→ 2% | 27% | 0% | -1% | 25% | 12
Cc1n[nH]c(=S)c2nn(-c3ccccc3F)c(C)c12
→ 1% | 13% | -19% | 3% | 3% | -11
CCOC(=O)c1ccc(COC(=O)CCc2nc3ccccc3[nH]c2=O)o1
→ -21% | 0%&10% | 2% | -5% | -3% | -8
O=C1C=C(Nc2ccc(F)cc2)c2ccccc2C1=O
→ -20% | ? | . | -16% | 4%[11.6 µM] | 34
CCOC(=O)C(=O)Nc1nnc(COc2ccccc2)s1
→ 4% | -13% | 4% | 4% | 58%[activator] | 50
Cc1occc1-c1nnc(SCC(=O)c2ccc3c(c2)OCCO3)n1CC1CCCO1 (stereo unspecified)
→ 50µM* | 1% | -6% | -9% | -4% | -19
COc1cc(CCC(=O)NCc2ccc3c(c2)CCN3C(=O)c2ccccc2)cc(OC)c1OC
→ -1% | . | . | 3% | . | -21
O=C1CC(c2ccc(O)c(O)c2)Oc2cc(O)cc(O)c21 (stereo unspecified)
→ 40µM* | ? | -19%&-8% | 1% | -15% | 19
COc1ccc2c(c1OC)C(=O)N1C2SC[C@H]1C(=O)NC1CC1 (stereo partly specified)
→ -8% | 1µM* | 12% | -5% | -2% | 50
CCSC1=N/C(=C\c2ccc(-c3ccccc3[N+](=O)[O-])o2)C(=O)S1
→ 4% | 13% | ? | 6% | -29% | 51
CN1CCC(=O)N(CCSc2ccccc2)CC1
→ -23% | 4% | -8% | ? | 7% | -1
C#Cc1cccc(NC(=O)CSc2nnc(-c3ccc(C(F)(F)F)cn3)o2)c1
→ 0% | 7% | ? | -2% | 8% | 46
O=C(O)c1nnn(-c2ccc([N+](=O)[O-])cc2)c1-c1ccccc1
→ -2% | 14% | 10% | -4% | 28% | 94
CCC[C@@H]1CCCO[C@@](C(=O)NCCN2CCOCC2)(C(F)(F)F)C1
→ . | 43%[activator] | 4% | . | -1% | -5
COc1ccc(Cn2c(O)c(/C=N/NC(=O)c3ccncc3)c(=O)[nH]c2=O)cc1
→ ? | -2% | 30% | -1% | 44%[activator] | 2
Cc1nc2c(-c3ccccc3)c[nH]n2c(=O)c1Cc1ccccc1
→ -7% | ? | ? | -10% | 0% | -99*
COc1ccc(C2=NN(c3nc4ccccc4s3)C(=O)C2)cc1
→ 0% | 14% | 18% | 7% | 68%[activator] | 35
COc1cc(OC)c([N+](=O)[O-])cc1/C=N/NC(=O)c1ccncc1
→ ? | -2% | ? | -6% | -14% | -13

Part of the list above, showing only FBPA Giardia inh:
| SMILES | FBPA Giardia inh |
| --- | --- |
| CCSC1(SCC)N=C(N)C2(C#N)C(c3ccccc3)NC(C)=CC12C#N (stereo unspecified) | 10% |
| O=C(CN1CCOCC1)NNC(=S)Nc1ccc(Cl)cc1 | -1% |
| Clc1ccc(COn2c(-c3ccccc3)nc3ccccc32)cc1 | -11% |

Carrying on.
Screens in order – Sm TGR block | HCV inhibitor | FBPA Giardia inh | AmpC inh detg | AMA1 RON2 block | HCMV antiviral
COc1ccc(CN2C(=O)c3ccccc3C(/C=N\OCc3ccc(F)cc3)C2=O)cc1 (stereo unspecified)
→ -9% | 3% | -28% | -15% | 9% | -91*
COc1ccc(C(=O)Nc2ccccc2C(=O)N/N=C/c2ccc(O)c(OC)c2)cc1
→ -2% | -12% | -8% | -13% | -1% | -71*
CCOC(=O)c1cccc(NC(=O)Nc2cc(OC)ccc2OC)c1
→ -2% | 16µM* | 3% | ? | -18% | ?
CCCCOc1ccc(C(=O)Nc2ccc(-c3cc4ccccc4oc3=O)cc2)cc1
→ 3% | . | . | 8% | . | ?
Cc1ccc(NC(=O)N2CCC(C(=O)NCC(C)C)CC2)cc1
→ 3% | 6% | 0% | ? | 1% | 28
CC(C)Sc1nc(-c2cccs2)nc2c1c(=O)n(C)c(=O)n2C
→ 1% | . | 9% | 4% | . | .
CCOC(=O)c1csc(NC(=O)c2ccc(C#N)cc2)n1
→ 16% | 3% | 1% | 5% | 6% | -12
O=C(c1ccco1)N1CCN(C(=O)c2cn(-c3ccccc3)nc2-c2ccc(F)cc2)CC1
→ -23% | ? | . | ? | -8% | 22
Cc1ccc2sc(C)cc(=O)c2c1
→ . | 12% | . | . | 2% | -6
